Assay outcomes from PubChem.
AID2073 – disruptors of CaV2.2 binding to Mint1 – biochemical, HTRF (AID 2073); HTRF protein-protein interaction, Mint1-CaV2.2; higher % means a stronger effect; inhibition, % at 20 µM, or IC50 in µM where a hit was titrated; 290,000 compounds, 0.19% hits; in the data active = inhibition mostly above about 51%, no sharp cut-off; inconclusive = no clear call, values can overlap the other calls; inactive = mostly below about 53%; also: some results filed as inactive read as strong as hits
XIAP displacement – small molecules displacing peptide from XIAP – biochemical, IAP family, fluorescence polarization (AID 1018); displacement, % at 20 µM; hits with a dose series show IC50 in µM; XIAP BIR domain, fluorescence polarization peptide displacement; higher % means a stronger effect; 200,000 compounds, 0.007% hits; in the data active = displacement above about 50%; also: a part of the inactive calls stands beside numbers as strong as those of hits
RSV antiviral HEp-2 – RSV antiviral activity via CPE protection, HEp-2 cells, primary 10 µM value included (AID 2391). CPE inhibition, % at 10 µM, or IC50 in µM where a hit was titrated. HEp-2 cells, RSV-induced CPE inhibition; higher % means a stronger effect. 310,000 compounds, 0.13% hits; in the data active = a potency from the dose series; inconclusive = CPE inhibition mostly from about 23% at the one dose, without a potency; inactive = the rest, 99 in 100 with CPE inhibition below about 21%; also: strong numbers were not always called active
LYP inhibition – inhibitors of LYP phosphatase, biochemical, fluorescence intensity, uHTS (AID 1779). recombinant LYP phosphatase, fluorescence intensity; higher % means a stronger effect. inhibition, % at 11.5 µM; hits with a dose series show IC50 in µM. 290,000 compounds, 0.054% hits; in the data active = inhibition above about 50%;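 also: plate controls were vehicle with enzyme for no effect and no enzyme for full effect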
Large T inhibition – TAg ATPase/helicase activity blockers – biochemical (AID 1903) | SV40 large T antigen ATPase/helicase inhibition assay; higher % means a stronger effect | 310,000 compounds, 0.39% hits | inhibition, % at 20 µM; hits with a dose series show IC50 in µM; in the data active = a potency from the dose series; inconclusive = inhibition mostly from about 32% at the one dose, without a potency; inactive = the rest, 99 in 100 with inhibition below about 32%; also: strong numbers were not always called active
Dengue-2 NS5 capping – Dengue-2 NS5 methyltransferase inhibitors, primary screen, biochemical, confirmation dose response (AID 588689); 340,000 compounds, 0.3% hits; Dengue-2 NS5 methyltransferase capping enzyme assay, biochemical; higher % means a stronger effect; one-dose inhibition, % at 25 µM; IC50 in µM for titrated hits; in the data active = a potency from the dose series; inconclusive = inhibition above about 29% without an active follow-up result
SIAH1 antagonists – blockers of Siah-1 interaction with plectin peptide – biochemical, fluorescence polarization, rhodamine-plectin, uHTS, primary screen (AID 1817). Siah-1 / rhodamine-plectin peptide fluorescence polarization; higher % means a stronger effect. displacement, % at 20 µM; hits with a dose series show IC50 in µM. 290,000 compounds, 0.02% hits;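 active = displacement of at least 50% at 20 µM, with a fluorescence ratio check between 0.3 and a set limit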;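 also: plate controls were Siah plus tracer with DMSO for no effect and tracer alone without Siah for full effect; strong numbers were not always called active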
MgcRacGAP inhibition – MgcRacGAP GTPase-activating activity inhibitors, confirmation, biochemical, ADP Hunter fluorescence. MgcRacGAP-stimulated Rac1 GTP hydrolysis, ADP Hunter fluorescence; higher % means a stronger effect; GST-tagged Rac1 F28L mutant substrate. inhibition, % at 30 µM; hits with a dose series show IC50 in µM. 340,000 compounds, 0.6% hits;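 active = first-screen hits whose inhibition reached a set limit at any dose in the follow-up dose series; inconclusive = inhibition above the set first-screen limit but never retested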;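 also: fluorescence reports GDP produced by GAP-driven GTP hydrolysis; strong numbers were not always called active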
HIV peptide binding – inhibitors of HIV fusion peptide binding, primary screen, biochemical, uHTS, fluorescence dequenching (AID 1986); cell-free peptide binding, fluorescence dequenching, 30 min; higher % means a stronger effect; 290,000 compounds, 0.3% hits; inhibition, % at 20 µM; hits with a dose series show IC50 in µM; in the data active = inhibition mostly above about 52%, no sharp cut-off; inactive = mostly below about 76%; also: some results filed as inactive read as strong as hits
Starred values were filed as active, the others as inactive; u = inconclusive; x = not tested or not shown.

entry	mol	AID2073	XIAP displacement	RSV antiviral HEp-2	LYP inhibition	Large T inhibition
1	Cc1ccc(-c2csc(N(CCCN(C)C)C(=O)c3ccco3)n2)cc1	-15%	-2.5%	-2.7%	-8%	12%
2	O=C(O)C1C2C=CC3(CN(Cc4ccncc4)C(=O)C13)O2 (configuration not stated)	-4%	4.1%	3.4%	0%	1%
3	CC(C)NC(=O)C(=O)N/N=C/c1ccco1	2%	-0.7%	6.4%	3%	4%
4	CC(=O)N1c2ccccc2C2(O)N=C(C)SC12 (configuration not stated)	24%	-4.2%	3.8%	-5%	u
5	COc1ccc(-c2csc(NC(=O)CCS(=O)(=O)c3ccccc3)n2)c(OC)c1	6%	x	18%	5%	10%
6	O=C(Nc1ccc(Cl)cc1Cl)Nn1cnnc1	8%	x	0.7%	-9%	6%
7	COc1ccc2nc(SCC(=O)NCc3ccc(F)cc3)[nH]c2c1	4%	x	14%	-3%	6%
8	O=C(c1cccc([N+](=O)[O-])c1)N1CCN(C(=O)c2ccco2)CC1	-11%	-2.2%	0.9%	6%	4%
9	C/C(CCC(C)C)=N\Nc1ccc(S(N)(=O)=O)cc1[N+](=O)[O-]	-10%	-0.8%	9.6%	2%	29%
10	COc1ccc(C(=O)NCC(c2ccc3c(c2)OCO3)N2CCN(c3ccc(OC)cc3)CC2)cc1 (configuration not stated)	x	x	1.5%	x	7%
11	COc1ccc(-n2nc(C(=O)NCC(=O)N3CCCCCC3)c3ccccc3c2=O)cc1Cl	7%	x	2.1%	-1%	32%
12	CCCn1c2ccc(C)cc2c2nnc(SCCN3CCOCC3)nc21	-20%	x	3.8%	-5%	5%
13	CCn1cc(NC(=O)Nc2ccc(OC)c(OC)c2)c(C(N)=O)n1	-3%	-2.4%	0.2%	-8%	26%
14	Cn1nnnc1SCCOc1ccc(C#N)cc1	-4%	-1.3%	1.2%	-5%	-1%
15	COc1ccc(C2CC(C(F)(F)F)n3nc(C(=O)O)c(Br)c3N2)cc1 (configuration not stated)	1%	-0.7%	1.3%	-10%	12%

entry	Dengue-2 NS5 capping	SIAH1 antagonists	MgcRacGAP inhibition	HIV peptide binding
1	-6%	-2%	17%	-0.2%
2	-5%	0%	2%	-0.1%
3	-4%	21%	2%	2.0%
4	1%	-7%	20%	-4.2%
5	0%	0%	11%	-1.7%
6	-2%	0%	7%	0.8%
7	-3%	5%	7%	-2.6%
8	2%	5%	3%	-1.2%
9	-7%	0%	-5%	-4.5%
10	-3%	x	8%	x
11	-2%	12%	4%	-0.1%
12	-4%	0%	12%	-1.9%
13	-11%	0%	11%	0.0%
14	-2%	2%	5%	-1.6%
15	-5%	-3%	9%	1.5%

Gathered by group, the compounds so far with a halogen (four)
entry	mol	AID2073	XIAP displacement	RSV antiviral HEp-2	LYP inhibition	Large T inhibition
6	O=C(Nc1ccc(Cl)cc1Cl)Nn1cnnc1	8%	x	0.7%	-9%	6%
7	COc1ccc2nc(SCC(=O)NCc3ccc(F)cc3)[nH]c2c1	4%	x	14%	-3%	6%
11	COc1ccc(-n2nc(C(=O)NCC(=O)N3CCCCCC3)c3ccccc3c2=O)cc1Cl	7%	x	2.1%	-1%	32%
15	COc1ccc(C2CC(C(F)(F)F)n3nc(C(=O)O)c(Br)c3N2)cc1 (configuration not stated)	1%	-0.7%	1.3%	-10%	12%

entry	Dengue-2 NS5 capping	SIAH1 antagonists	MgcRacGAP inhibition	HIV peptide binding
6	-2%	0%	7%	0.8%
7	-3%	5%	7%	-2.6%
11	-2%	12%	4%	-0.1%
15	-5%	-3%	9%	1.5%

Carrying on:
entry	mol	AID2073	XIAP displacement	RSV antiviral HEp-2	LYP inhibition	Large T inhibition
16	CCOc1cc(C2/C(=C(\O)c3cc(C)ccc3C)C(=O)C(=O)N2CCN(C)C)ccc1O (configuration not stated)	7%	-5.9%	0.4%	-3%	16%
17	O=C(CS(=O)(=O)c1ccccc1)NCc1ccc(Cl)cc1	10%	x	2.0%	0%	15%
18	COc1ccc(CCn2ccc(O)c(Cc3ccc(Cl)cc3Cl)c2=O)cc1OC	4%	-2.8%	11%	-5%	3%
19	Cc1nn(-c2ccccc2)nc1C(=O)c1c(C)[nH]n(-c2ccccc2)c1=O	12%	x	10%	-2%	2%
20	CCC(Sc1nnnn1-c1ccccc1)C(=O)NC(C)c1ccccc1 (configuration not stated)	-2%	-5.1%	-1.6%	-12%	1%
21	S=c1[nH]cc(-c2ccccc2)n1-c1ccccc1Cl	9%	-9.1%	0.2%	-8%	17%
22	O=C(NC1CCCC1)C(NS(=O)(=O)c1ccc(Br)s1)c1ccccc1 (configuration not stated)	1%	-12%	2.1%	-2%	6%
23	CC1CCCCN1C(=O)Nc1ccccc1Cl (configuration not stated)	u	-8.4%	0.3%	-1%	x
24	O=C(NCCc1ccc(F)cc1)c1cc([N+](=O)[O-])ccc1N1CCOCC1	x	x	-0.1%	x	15%
25	O=C(Nc1ccc(S(=O)(=O)Nc2ncccn2)cc1)c1cccc(Br)c1	12%	x	2.8%	-8%	13%
26	Cc1nc(-c2ccc(Cl)cc2)sc1C(=O)NN	24%	x	3.4%	-5%	9%
27	N#Cc1cc(C(=O)c2cc(F)ccc2O)cn(Cc2ccccc2)c1=O	-3%	-5.7%	2.6%	-4%	1%
28	O=C(O)CN1C(=O)C(=O)N(Cc2cccc(F)c2)C1=O	8%	x	3.0%	-6%	12%
29	Cc1ccc(-c2nnc(SCC(=O)Nc3ccc(N4CCOCC4)cc3)o2)cc1	28%	-3.4%	1.3%	1%	4%
30	O=C(NC1CCSC1=O)c1ccccc1 (configuration not stated)	5%	-1.9%	0.5%	-8%	9%

entry	Dengue-2 NS5 capping	SIAH1 antagonists	MgcRacGAP inhibition	HIV peptide binding
16	-9%	-2%	8%	2.3%
17	-4%	4%	4%	-1.4%
18	-5%	3%	-8%	4.8%
19	4%	0%	7%	2.9%
20	-6%	5%	5%	1.4%
21	-6%	2%	6%	0.1%
22	-1%	5%	7%	-0.6%
23	6%	-2%	-3%	-0.8%
24	1%	x	4%	x
25	x	3%	12%	6.6%
26	-6%	-3%	7%	-2.4%
27	-6%	-1%	5%	-0.3%
28	-3%	1%	x	-2.8%
29	-1%	-1%	17%	0.4%
30	-5%	3%	0%	0.6%

3 records picked at random from those above:
entry	mol	AID2073	XIAP displacement	RSV antiviral HEp-2	LYP inhibition	Large T inhibition
21	S=c1[nH]cc(-c2ccccc2)n1-c1ccccc1Cl	9%	-9.1%	0.2%	-8%	17%
28	O=C(O)CN1C(=O)C(=O)N(Cc2cccc(F)c2)C1=O	8%	x	3.0%	-6%	12%
20	CCC(Sc1nnnn1-c1ccccc1)C(=O)NC(C)c1ccccc1 (configuration not stated)	-2%	-5.1%	-1.6%	-12%	1%

entry	Dengue-2 NS5 capping	SIAH1 antagonists	MgcRacGAP inhibition	HIV peptide binding
21	-6%	2%	6%	0.1%
28	-3%	1%	x	-2.8%
20	-6%	5%	5%	1.4%

Going on with the list:
entry	mol	AID2073	XIAP displacement	RSV antiviral HEp-2	LYP inhibition	Large T inhibition
31	Cc1ccsc1/C=N/NC(=O)c1cccnc1	-21%	x	0.4%	-6%	10%
32	CCOC(=O)C1C2C=CC3(CN(C4CCCC4)C(=O)C13)O2 (configuration not stated)	0%	-1.1%	2.2%	-11%	20%
33	CC(C)C[C@@H]1NC(=O)[C@H](Cc2ccccc2)N(C)C(=O)[C@H](C)NC(=O)c2ccccc2NC(=O)[C@H](Cc2ccc(O)cc2)N(C)C1=O	17%	x	2.7%	2%	1%
34	Cc1ccc(-c2cc(C(=O)N3CCN(c4ccccc4O)CC3)c3ccccc3n2)cc1	x	x	3.0%	x	7%
35	O=S(=O)(Nc1ccccc1O)c1ccc(-c2ccccc2)cc1	0%	-4.8%	-1.6%	8%	-4%
36	Cc1cc([N+](=O)[O-])nn1CCCC(=O)NC(C)c1ccccc1 (configuration not stated)	-8%	1.0%	0.7%	-8%	4%
37	CC(C)c1ccc(NC(=O)CCNS(=O)(=O)c2ccc3[nH]c(=O)oc3c2)cc1	5%	x	-0.6%	-12%	24%
38	COc1ccc(CCNC(=O)c2ccc3c(c2)NC(=O)C(C(C)C)N3)cc1OC (configuration not stated)	4%	x	1.0%	-4%	7%
39	COc1ccccc1-c1cnn2c(N3CCOCC3)cc(C)nc12	15%	x	2.7%	-4%	-1%
40	O=C(N1CCN(c2ccccc2)CC1)C(F)(F)C(F)F	3%	-4.4%	1.7%	-3%	-1%
41	CC(=O)Nc1c(C#N)c(C(C)(C)C)cn1C	-4%	-4.3%	-0.3%	-2%	2%
42	O=C(CCc1ccccc1)NN1C(=O)C2C3C=CC(C3)C2C1=O (configuration not stated)	-2%	-7.5%	1.1%	-6%	25%
43	CCOc1ccc(CC2c3cc(OCC)c(OCC)cc3CCN2C(=O)CN2CCN(C)CC2)cc1OCC (configuration not stated)	-6%	x	-0.1%	-8%	9%
44	COc1ccc(N=C2S/C(=C\c3cccs3)C(=O)N2CC(C)C)cc1	24%	-2.0%	-0.4%	1%	5%
45	CSc1ccccc1C(=O)NC1CCCN(c2ccc(C(F)(F)F)cn2)C1 (configuration not stated)	-3%	x	3.8%	-11%	11%
46	COc1ccc2nc(NCc3cccnc3)sc2c1	47%	x	2.3%	-8%	1%
47	CCC(C)(C)n1nnnc1C(c1ccccc1OC)N1CCSCC1 (configuration not stated)	4%	-1.7%	3.7%	-1%	5%
48	COC(=O)c1ccc(C(=O)N2CCCC(Nc3ccc(C(C)C)cc3)C2)nc1 (configuration not stated)	0%	x	x	-4%	17%

entry	Dengue-2 NS5 capping	SIAH1 antagonists	MgcRacGAP inhibition	HIV peptide binding
31	-4%	13%	7%	1.5%
32	2%	2%	8%	-0.2%
33	1%	-4%	8%	-0.6%
34	-4%	x	2%	x
35	-10%	2%	-4%	6.0%
36	-10%	-8%	8%	-1.6%
37	12%	4%	2%	2.1%
38	-2%	10%	7%	-0.4%
39	-4%	9%	14%	0.1%
40	-1%	1%	14%	1.1%
41	-4%	0%	6%	-1.3%
42	1%	1%	9%	-0.9%
43	-3%	-4%	-11%	-1.6%
44	1%	2%	13%	-0.7%
45	-9%	-4%	8%	-1.5%
46	x	-3%	11%	-1.1%
47	-4%	1%	5%	2.3%
48	-1%	-6%	-6%	-1.5%
